# JMJD2A Tudor – JMJD2A Tudor domain (human) inhibition | O75164 | AlphaScreen JMJD2A-Tudor / H3K4me3 peptide binding | Potency, µM (doses to about 114 µM), inactives show at the highest dose activity change, negative = inhibition, most hits filed as inhibitors | 390,000 tested, 4.4% active; also: potency is read from the fitted curve at half-maximal effect; % is scaled to controls: 0 for no effect and ±100 for the full control effect; nearly all actives have a fitted effect of over 50% in size
# HP1b binding inh – inhibitors of HP1-beta chromodomain binding to methylated histone tails; AID 540317; 390,000 tested, 0.56% active; AlphaScreen HP1-beta / biotin-H3K9me3 peptide binding; P83916; Potency, µM (series often up to 114 µM), for the others: at the top dose activity change, negative = inhibition, usual class: inhibitors; also: potency is read from the fitted curve at half-maximal effect; nearly all actives have a fitted effect of over 70% in size; inactives centre near 23
#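 AlphaScreen: HP1-beta (50 nM) preformed 30 min with biotin-H3(1-18)K9me3 peptide (50 nM) in PBS pH 7.4, 0.01% Tween-20. Compound added for 30 min at RT, then streptavidin donor/nickel chelate acceptor beads (10 ug/mL) for 30 min.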
# Pin1 inhibitor – human Pin1 inhibition; Potency, µM (highest dose often 115 µM), for inactives: top-dose activity, negative = inhibition, hits mostly inhibitors; AID 504891; Pin1 FP peptide displacement, HiFluor488, 10 min; Q13526; 390,000 tested, 0.009% active; active = well fitted inhibition curve with a large enough effect in the polarisation, with a control signal flat, not every such curve was filed as active; inconclusive = small, poorly fitted or top-dose-only effect, or effect the other way, or a change in a side signal; inactive = no such curve, though single readings can be large or run the other way; the % refers to the polarisation; also: potency is read from the fitted curve at half-maximal effect; % is scaled to controls: 0 for no effect and ±100 for the full control effect
# G9a inh – inhibitors of human histone lysine methyltransferase G9a; Potency, µM (top dose mostly 102 µM), for the others: at the highest dose activity, negative = inhibition, usual class: inhibitors; G9a H3K9 monomethylation, AlphaScreen, 2 h; Q96KQ7; 350,000 tested, 8.8% active; also: potency is read from the fitted curve at half-maximal effect; % is scaled to controls: 0 for no effect and ±100 for the full control effect; nearly all actives have a fitted effect of over 75% in size
#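 Quantitative HTS format: methyltransferase activity on a biotin-tagged H3K9 peptide is measured by AlphaScreen, using a rabbit anti-monomethyl-H3K9 antibody with streptavidin donor and anti-IgG acceptor beads. Final levels are 20 nM enzyme, 500 nM peptide, 20 uM SAM; 2 h RT.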
# PI4K2A block – inhibitors of human PI4K2A; 420,000 tested, 0.13% active; Q9BTU6; purified PI4K2A, ADP-Glo luminescence, 1 h; hits give low values; activity change, negative = inhibition, % at 76.9 µM; AID 1346378; in the data active = activity change below about -50%; inconclusive = mostly about -30% to -49%;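 also: -100% = wells without enzyme as full effect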
#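 PI4K2A activity was measured by ADP-Glo luminescence: enzyme (4 ug/mL stock) and phosphatidylinositol (1.2 mM stock) in Tris pH 7.5/MgCl2/EGTA/Triton X-100 buffer were reacted with ATP (300 microM stock) for one hour at ambient temperature.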
# GLS inh – glutaminase GLS (human) inhibition; 410,000 tested, 0.21% active; Potency, µM (highest dose often 45.5 µM), for inactives: at the top dose activity change, negative = inhibition, hits mostly inhibitors; GLS enzymatic activity, qHTS titration; AID 624170; O94925; also: potency is read from the fitted curve at half-maximal effect; % is scaled to controls: 0 for no effect and ±100 for the full control effect
#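 Coupled fluorescence readout: glutamate oxidase/HRP/Amplex Red detect glutamate formed by hKGA from L-glutamine (1 mM solution added). Buffer 45 mM KH2PO4 pH 8.2, 0.02% Tween-20; reads at t0 and 30 min RT.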
# POLH inh – blocks human DNA polymerase eta activity | recombinant Pol eta, fluorescent DNA replication assay | Potency, µM (series often up to 114 µM), for inactives: at the highest dose activity change, negative = inhibition, hits mostly inhibitors | 390,000 tested, 1.2% active | AID 588591; also: potency is read from the fitted curve at half-maximal effect; % is scaled to controls: 0 for no effect and ±100 for the full control effect
#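 Pol eta (10 nM) was preincubated with compounds for 15 min at room temperature, after which fluorescent replication substrate (50 nM final) was added to start the reaction. Fluorescence was read kinetically at 0 and 10 min.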
# PGK inhibitor – inhibitors of T. brucei phosphoglycerate kinase | PGK/GAPDH coupled, Kinase-Glo luminescence, 60 min | Potency, µM (titrated, usually from 57.5 µM), for inactives: top-dose activity change, negative = inhibition, most hits filed as inhibitors | 380,000 tested, 0.043% active | AID 602233; also: potency is read from the fitted curve at half-maximal effect; % is scaled to controls: 0 for no effect and ±100 for the full control effect; nearly all actives have a fitted effect of over 60% in size
#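 Luminescent ATP detection (Kinase-Glo Plus) follows a 60-minute room-temperature incubation, with wells lacking PGK as controls. Buffer: 100 mM TEA (pH 7.6), 5 mM MgCl2, 0.01% Tween-20. Coupling enzyme GAPDH (100 nM final) supplies unstable 1,3-BPG in-well.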
# BAZ2B inh – inhibitors of human BAZ2B bromodomain. AID 504333. Potency, µM (highest dose often 114 µM), for inactives: at the top dose activity change, negative = inhibition, actives largely listed as inhibitors. AlphaScreen BAZ2B-H3K14Ac peptide displacement. 360,000 tested, 4.4% active. Q9UIF8; also: potency is read from the fitted curve at half-maximal effect; % is scaled to controls: 0 for no effect and ±100 for the full control effect; nearly all actives have a fitted effect of over 60% in size
# Target sequence (Q9UIF8 whole entry, looked up): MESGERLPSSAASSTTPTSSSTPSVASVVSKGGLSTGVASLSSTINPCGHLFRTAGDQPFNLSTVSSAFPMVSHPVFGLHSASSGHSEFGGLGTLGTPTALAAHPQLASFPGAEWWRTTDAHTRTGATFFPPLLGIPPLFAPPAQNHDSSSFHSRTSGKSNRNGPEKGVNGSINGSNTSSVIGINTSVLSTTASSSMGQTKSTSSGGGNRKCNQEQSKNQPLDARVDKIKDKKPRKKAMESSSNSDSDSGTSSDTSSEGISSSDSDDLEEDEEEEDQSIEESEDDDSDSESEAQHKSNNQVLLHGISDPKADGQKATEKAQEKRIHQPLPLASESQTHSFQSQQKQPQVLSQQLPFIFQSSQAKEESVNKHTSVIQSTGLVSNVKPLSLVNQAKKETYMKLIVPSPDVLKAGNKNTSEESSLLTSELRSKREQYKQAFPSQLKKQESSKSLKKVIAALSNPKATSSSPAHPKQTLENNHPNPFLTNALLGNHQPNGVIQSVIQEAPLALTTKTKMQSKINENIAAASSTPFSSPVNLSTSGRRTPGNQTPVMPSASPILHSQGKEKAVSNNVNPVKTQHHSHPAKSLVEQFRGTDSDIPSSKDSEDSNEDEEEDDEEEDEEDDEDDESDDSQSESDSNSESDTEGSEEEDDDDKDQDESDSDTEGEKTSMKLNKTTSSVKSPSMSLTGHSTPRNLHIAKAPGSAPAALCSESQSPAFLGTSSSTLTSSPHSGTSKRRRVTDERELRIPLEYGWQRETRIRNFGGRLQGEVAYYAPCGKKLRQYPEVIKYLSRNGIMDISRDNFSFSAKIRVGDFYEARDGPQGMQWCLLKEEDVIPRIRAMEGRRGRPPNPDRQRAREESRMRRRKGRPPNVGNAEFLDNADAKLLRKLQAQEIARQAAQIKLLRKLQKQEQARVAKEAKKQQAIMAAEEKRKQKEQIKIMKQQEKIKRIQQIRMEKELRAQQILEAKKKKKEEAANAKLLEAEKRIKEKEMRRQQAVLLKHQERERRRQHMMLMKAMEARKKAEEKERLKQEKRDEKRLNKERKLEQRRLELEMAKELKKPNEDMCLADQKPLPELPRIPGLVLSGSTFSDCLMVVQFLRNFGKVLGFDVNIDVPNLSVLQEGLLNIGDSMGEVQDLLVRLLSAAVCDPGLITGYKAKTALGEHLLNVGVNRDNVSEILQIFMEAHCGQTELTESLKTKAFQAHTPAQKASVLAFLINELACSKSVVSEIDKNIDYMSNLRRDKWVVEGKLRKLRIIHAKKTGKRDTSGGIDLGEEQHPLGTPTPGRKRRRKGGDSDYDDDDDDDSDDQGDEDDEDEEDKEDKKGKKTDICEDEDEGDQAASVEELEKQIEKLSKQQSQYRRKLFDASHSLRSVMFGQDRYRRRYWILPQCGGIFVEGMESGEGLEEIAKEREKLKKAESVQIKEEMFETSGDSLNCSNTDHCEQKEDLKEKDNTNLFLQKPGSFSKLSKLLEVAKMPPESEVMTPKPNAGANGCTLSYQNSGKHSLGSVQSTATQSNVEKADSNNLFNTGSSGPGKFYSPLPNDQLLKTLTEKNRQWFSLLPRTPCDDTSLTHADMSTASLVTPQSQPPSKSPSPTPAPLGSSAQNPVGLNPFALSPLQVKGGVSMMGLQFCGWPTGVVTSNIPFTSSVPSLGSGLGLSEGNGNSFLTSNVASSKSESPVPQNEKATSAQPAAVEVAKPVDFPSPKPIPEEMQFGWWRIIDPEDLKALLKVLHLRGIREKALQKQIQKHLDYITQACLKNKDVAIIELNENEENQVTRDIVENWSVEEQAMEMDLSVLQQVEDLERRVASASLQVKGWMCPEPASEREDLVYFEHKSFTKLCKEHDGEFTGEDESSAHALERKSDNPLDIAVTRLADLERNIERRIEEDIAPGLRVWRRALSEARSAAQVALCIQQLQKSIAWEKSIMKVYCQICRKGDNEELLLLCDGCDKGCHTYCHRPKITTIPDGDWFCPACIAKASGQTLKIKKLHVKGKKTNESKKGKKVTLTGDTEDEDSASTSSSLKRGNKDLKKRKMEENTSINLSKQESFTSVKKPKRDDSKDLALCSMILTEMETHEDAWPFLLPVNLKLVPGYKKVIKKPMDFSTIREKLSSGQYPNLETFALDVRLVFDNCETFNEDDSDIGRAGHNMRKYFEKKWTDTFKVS
#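 AlphaScreen displacement of biotin-H3(5-23)K14Ac peptide (50 nM final) from BAZ2B (50 nM final) in PBS pH 7.4, 0.01% Tween-20; complex preformed 30 min RT, then compounds (top 110 uM) 30 min RT, beads 20 min dark.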
# Numbers without * were called inactive; i = inactive; ? = inconclusive; / = no result given; & = joins results of further samples; [ ] = dose if it differs, or a comment. Unless noted, calls follow the shape of the dose curve; as a rule, active = well fitted curve in the direction sought with a large enough effect; inconclusive = small, poorly fitted or top-dose-only effect, or another doubt; inactive = no such curve, though single readings can be large; an effect the other way counts as inactive or inconclusive. An excerpt (hit frequency here may not be typical).
SMILES,JMJD2A Tudor,HP1b binding inh,Pin1 inhibitor,G9a inh,PI4K2A block,GLS inh,POLH inh,PGK inhibitor,BAZ2B inh
O=C(CCc1ccccc1)Nc1cccc([N+](=O)[O-])c1,-4%,36%,4%,10%,3,0%,-3%,-1%,-9%
Cc1ccc(NC(=O)CSC2=NN3CCCC(=O)N=C3S2)c(C)c1,?,-6%,-2%,/,-2,-12%,-1%,-2%,?
CCN(CC)c1ccc(C(=C2C=CC(=[N+](CC)CC)C=C2)c2ccccc2)cc1,16µM*,10µM*,-6%,/,-8,6.3µM*,-10%,i,/
Cc1ccc(CNc2ncnc3c2cnn3-c2ccc(C)cc2C)cc1,-26%,11%,-6%,0%[59 µM],6,-7%,-24%,-8%,3%
Cc1cnc(SCc2ccc(Cl)cc2Cl)[nH]c1=O,-15%,62%[activator],3%,0%,-2,-13%,-15%,-6%,-10%
O=C(NC1CCCCC1)c1ccccc1C(F)(F)F,-5%,46%[activator],3%,0%,-2,-3%,-13%,2%,-4%
CCOC(=O)c1sc(NC(=O)c2cc(-c3ccccc3)nc3ccccc23)c(C#N)c1C,-23%[11.4 µM],?,2%,-7%[0.0925 µM],1,33%[activator],?,-1%,?
CNCC[C@@H](Oc1ccccc1C)c1ccccc1,-4%,30%,-5%,/,-9&1,-5%,1%,-4%,/
CCC(C)CCN1C(N(C)C)=NC[C@@H]1CC(C)C (some centres undefined),-11%,33%,-2%,11%[2.33 µM],-4,0%,-17%,-10%,5%
CC(=O)c1ccc(N2CCN(C(=O)CCCn3c(=O)[nH]c4ccc(Br)cc4c3=O)CC2)cc1,-5%,31%,35%[activator],-15%,2,1%,-18%,6%,-29%
COC(=O)c1cccc([N+](=O)[O-])c1CN1CCCC(C(N)=O)C1 (centres undefined),-16%,41%[activator],-4%,12%,3,-21%,-8%,-10%,3%
CN1CCN(C(=O)C2CCN(S(=O)(=O)c3ccccc3[N+](=O)[O-])CC2)CC1,-2%,41%[activator],-2%,0%[12.7 µM],3,16%,4%,-4%,10%
Cc1cccc(C(=O)OCC(=O)NCc2ccco2)c1,?,-26%,0%,-7%[59 µM],5,-3%,16µM*,-12%,?
COC(=O)c1ccc(NC(=S)NC(=O)c2cc(-c3ccccc3)nc3ccccc23)cc1,-33%,-22%,6%,5%[2.33 µM],-2,-17%,5%,-5%,-28%
COc1ccc(-c2n[nH]c(=S)nc2-c2ccc(OC)cc2)cc1,-33%,13%,4%,?,-8,-2%,-20%,-9%,?
Cc1ccc2c(c1)C1C[N+](C)(CC(=O)Nc3ccccc3Cl)CCC1N2C(=O)c1ccccc1Cl (centres undefined),-30%,-5%,-1%,/,1,0%,-15%,-6%,/
COc1ccc(N2CCN(C(=O)COC(=O)c3ccco3)CC2)cc1,-9%,17%,-2%,/,-4,37%[activator],-4%,-1%,-14%
CCOc1ccc(C(=O)N2CC(=O)Nc3ccc(F)cc3C2c2ccc(F)cc2)cc1 (centres undefined),-16%,22%,-3%,4%[59 µM],-1,3%,-18%,-8%,-1%
O=C(Nc1ccc(Cl)cc1C(F)(F)F)C(Sc1cccc[n+]1[O-])c1ccccc1 (centres undefined),-11%,26%,0%,/,-3,6%,-14%,-5%,?
CCc1ccc2oc(-c3ccc(NC(=O)c4ccc(OC)c(Br)c4)cc3)nc2c1,-6%,58%[activator],10%,14%[59 µM],-4,2%,-1%,-7%,2%
CCOc1ccc(CCNC(=O)COC(=O)c2cccc(N(C)C)c2)cc1OCC,-20%,3%,-8%,35%[0.501 µM],2,21%,-6%,-2%,-1%
S=c1[nH]c2ccc(Cc3ccc4[nH]c(=S)[nH]c4c3)cc2[nH]1,-16%,-11%,5%,0.28µM*,-15,-15%,-7%,i,-20%
COc1ccccc1N(CC(=O)N/N=C(\C)c1cccc(Br)c1)S(C)(=O)=O,-5%,24%,-1%,-7%[59 µM],3,-5%,-21%,-3%,-10%
CCCC(CC)Sc1nc2c([nH]1)c(=S)n(C)c(=O)n2C (centres undefined),?,-11%,0%,/,5,24%,-11%,-3%,/
Cc1cc(C)c2sc(N)nc2c1,-6%,39%[activator],-1%,7%,2,-5%,-15%,-8%,2%
CC[C@@]12C(=O)N(c3ccccc3)C(=O)N1[C@H](c1ccc(Br)cc1)[C@@H]1C(=O)N(C(C)(C)C)C(=O)[C@@H]12,-23%,44%[activator],-3%,54%[activator][2.33 µM],-4,0%,-16%,-2%,6%
CC(C)[C@H](NC(=O)c1cccc(S(=O)(=O)N2CCOCC2)c1)C(=O)OCC(=O)Nc1cccc(Br)c1,-16%,33%,21%,/,-3,-5%,-7%,i,/
O=C(Nc1c2c(nn1-c1ccc(Cl)cc1)CS(=O)(=O)C2)c1ccc(Br)cc1,-18%,-4%,-4%,4%[59 µM],5,-10%,3%,i,4%
COc1ccc2c(C)c(CCC(=O)NCCCN3CCCC3=O)c(=O)oc2c1C,-2%,24%,-7%,-9%,1,0%,2%,-10%,-27%
Cn1c(=O)c2c(nc(Oc3cccc(Br)c3)n2C)n(C)c1=O,3%,27%,0%,7%,-3,1%,-5%,-1%,-29%
CCN(CC)S(=O)(=O)c1ccc2oc(C(=O)N3CCc4ccccc4C3)c(C)c2c1,-3%,38%,-1%,-75%,0,4%,-20%,-1%,-1%
CCOc1ccc(CNC(=O)c2ccc3nc(CC)c(CC)nc3c2)cc1,-10%,45%,-1%,9%[59 µM],-3,6%,-24%,i,3%
Cc1cccc(/C=C2/SC(=O)N(Cc3ccccc3)C2=O)n1,1%,26%,8%,-7%[12.7 µM],4,-9%,-11%,i,10%
COc1ccccc1N1CCN(S(=O)(=O)c2c(C)nc3sccn3c2=O)CC1,-8%,9%,-1%,2%[59 µM],1,-6%,-18%,i,-11%
CC(C)(C)C1=C(C#N)C(c2ccncc2)C(C#N)=C(N)O1 (centres undefined),-17%,33%,-14%,21%[59 µM],-5,19%,?,-8%,0%
CCC1CCCCN1S(=O)(=O)c1ccc2c(c1)CCCN2C(C)=O (centres undefined),-7%,18%[57 µM],-6%,12%[59 µM],-1,13%,-6%,12%,9%
O=C(c1cc2ccccc2oc1=O)N(Cc1ccccc1)CC1CCCO1 (centres undefined),-15%,32%,2%,8%[59 µM],6,1%,5%,-4%,-5%
Cc1ccc2c(c1)N(CCC(=O)NCc1ccco1)C(=O)CO2,-25%,11%,2%,-46%[0.0925 µM],-1,6%,5%,1%,0%
COc1ccc(-n2nc(C(=O)NCC(=O)NCc3ccccc3OC)c3ccccc3c2=O)cc1,-6%,2%,-4%,19%,3,13%,-6%,3%,-13%
Nc1nc(SCC(=O)Nc2ccc([N+](=O)[O-])cc2)n[nH]1,-4%,16%,3%,24%,3,24%,-13%,-2%,-3%
Cc1cc(C)n(-c2ccc(C(=O)N3CCN(S(=O)(=O)c4ccc(C(C)C)cc4)CC3)cc2)n1,-20%,15%,?,2%[12.7 µM],-3,2%,-6%,1%,-9%
O=c1c(-c2ccc(F)cc2)[n+]([O-])c2ccccc2n1OCc1ccccn1,-20%[11.4 µM],-9%,-2%,-36%,-5,-7%,0%,-2%,3%
Cc1cccc2c1-c1sc(C(=O)NCc3ccccc3Cl)cc1CO2,76%[activator],132%[activator],19%,121%[activator][59 µM],0,0%,-12%,-3%,59%[activator]
O=C1c2ccccc2C(=O)N1CC(O)COc1ccc(Cl)cc1 (centres undefined),-6%,20%,1%,10%,0,5%,-5%,12%,1%
O=C(O)CN1CCN(Cc2ccccc2)C1=O,-7%,25%,-1%,-8%[59 µM],1,1%,-15%,-2%,5%
O=C(NCCN1CCCCC1)Nc1cccc(F)c1,1%,44%[activator],-4%,28%,15,1%,-13%,3%,-6%
CCCCCn1c(N)c(-c2nc3ccccc3o2)c2c([N+](=O)[O-])nn(C)c(=O)c21,45µM*,21%,-5%,-34%[59 µM],-5,2%,?,-4%,?
N#CCC(=O)Nc1ccc(C(=O)N2CCN(c3ccccn3)CC2)cc1,-11%,-3%,13%,23%[59 µM],-1,-12%,-3%,0%,-12%
CCC(C(=O)NCCN1CCOCC1)n1nc(C)n2c(cc3sccc32)c1=O (centres undefined),-18%,61%[activator],-12%,33%,5,0%,-6%,-1%,-16%
Cc1ccc(NC(=O)CSc2nnc(C)n2C2CC2)cc1S(=O)(=O)N1CCOCC1,2%,40%[activator],0%,16%[12.7 µM],-6,-4%,-14%,-8%,7%

# The listing continues:
SMILES,JMJD2A Tudor,HP1b binding inh,Pin1 inhibitor,G9a inh,PI4K2A block,GLS inh,POLH inh,PGK inhibitor,BAZ2B inh
Cc1cccc2c1cnn2C(=O)CCC(=O)NCc1ccc(F)cc1,-18%,33%,-3%,3%,1,-1%,-10%,-7%,-5%
CC(=O)N1C(=O)/C(=C2\SC(=S)N(NS(=O)(=O)c3ccc(C)cc3)C2=O)c2ccccc21,?,-9%,-11%,/,-5,16%,10%,-7%,?
COc1ccc(-c2nc(CNS(=O)(=O)c3ccc(Br)cc3)cs2)cc1,1%,55%[activator],1%,4%[59 µM],4,-2%,/,/,3%
Cc1ccc2c(c1)nnn2C1CCN(C(=O)c2cccs2)CC1,-21%,9%,3%,-8%,-3,13%,0%,i,8%
Cc1cc(Br)cc(Br)c1OCC(=O)NNC(=O)c1ccoc1C,-1%,24%,4%,/,6,-10%,-12%,2%,-12%
